Screens: PubChem, several laboratories
KOR beta-arrestin-1 – kappa opioid receptor blockers – cell-based, luminescence, uHTS (AID 1778) | KOR beta-arrestin recruitment, luminescence, antagonist mode; higher % means a stronger effect | inhibition, % at 10 µM; hits with a dose series show IC50 in µM | 290,000 tested, 0.091% active; further: strong numbers were not always called active
KOR beta-arrestin-2 – kappa opioid receptor activators – cell-based, luminescence, uHTS, primary screen (AID 1777) | KOR beta-arrestin recruitment, luminescence; higher % means a stronger effect | one-dose activation, % at 10 µM; EC50 in µM for titrated hits | 280,000 tested, 0.02% active; in the data active means activation above about 50%, passing the limit was not always enough; further: a part of the inactive calls stands beside numbers as strong as those of hits
GPR55 LPI antagonism – inhibition of LPI-stimulated GPR55 beta-arrestin translocation – imaging, U2OS, beta-arrestin-GFP, LPI agonist, primary screen (AID 2013); U2OS GPR55 beta-arrestin-GFP translocation imaging, LPI antagonism; higher % means a stronger effect; inhibition, % at 10 µM; hits with a dose series show IC50 in µM; 290,000 tested, 0.13% active;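 active means spots per cell inhibited over 60%, with over 100 cells counted and total cytoplasm intensity under 500,000; inconclusive means wells with under 100 cells, flagged as likely toxic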;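 further: U2OS cells stably carrying GPR55 and arrestin-GFP stimulated by 5 µM LPI near EC80; imaged beta-arrestin-GFP aggregate spots per cell after agonist stimulation; plate controls were LPI-stimulated DMSO wells for no effect and DMSO wells without LPI for full effect; some results filed as inactive read as strong as hits; confirmed hits need IC50 under 10 µM and bright autofluorescent wells are also inconclusive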
GPR35 antagonists – GPR35 antagonists blocking zaprinast-driven arrestin recruitment, primary screen, imaging, U2OS, beta-arrestin-GFP, zaprinast agonist (AID 2058); U2OS GPR35 beta-arrestin-GFP translocation imaging, zaprinast antagonism; higher % means a stronger effect; 290,000 tested, 0.052% active; one-dose inhibition, % at 10 µM; IC50 in µM for titrated hits;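 active means inhibition of at least 50% with at least 30 cells and total cytoplasm GFP at most 10,000,000; inconclusive means under 30 cells or total GFP of 10,000,000 plus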
GPR55 beta-arrestin – GPR55 agonists via beta-arrestin recruitment, primary screen, imaging, U2OS cells, beta-arrestin-GFP redistribution (AID 1961) | U2OS GPR55 beta-arrestin-GFP redistribution imaging; higher % means a stronger effect | activation, % at 10 µM, or EC50 in µM where a hit was titrated | 290,000 tested, 0.048% active;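 active means activation above 40% with more than 50 cells counted in the well; inconclusive means wells holding fewer than 50 cells, flagged as toxic or sparse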;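 further: U2OS osteosarcoma cells stably expressing GPR55 and beta-arrestin-GFP; plate controls were DMSO negative control for no effect and LPI positive control for full effect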
NOD1 NF-kB reporter – NOD1 signaling inhibitors, primary screen, cell-based, luminescence, uHTS (AID 1578); inhibition, % at 4 µM; hits with a dose series show EC50 in µM; NOD1-driven NF-kB luciferase reporter cells, luminescence; higher % means a stronger effect; 290,000 tested, 1% active; in the data active means inhibition mostly above about 36%, no sharp cut-off; inactive means mostly below about 34%;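 further: HEK-293T reporter cells stimulated with the NOD1 agonist gamma-tri-DAP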
Myeloid diff MLP – promotes myeloid progenitor differentiation. ER-HoxA9 myeloid progenitors, lysozyme-GFP differentiation, flow cytometry. calls only at 10 µM. 360,000 tested, 1% active. AID 624256;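 active means normalized GFP-positive differentiation at or above the plate's own cutoff, the solvent-only control mean plus 3 SD; inconclusive means no clear call, values can overlap the other calls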;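 further: cells exposed to compound for four days before flow analysis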
HIV peptide binding – inhibitors of HIV fusion peptide binding, primary screen, biochemical, uHTS, fluorescence dequenching (AID 1986); cell-free peptide binding, fluorescence dequenching, 30 min; higher % means a stronger effect; inhibition, % at 20 µM, or IC50 in µM where a hit was titrated; 290,000 tested, 0.3% active; in the data active means inhibition mostly above about 52%, no sharp cut-off; inactive means mostly below about 76%; further: some results filed as inactive read as strong as hits
NOD2 inhibition – inhibition of NOD2-driven NF-kB reporter – cell-based, luminescence, uHTS, HEK293 (AID 1566); HEK293 NOD2/NF-kB luciferase reporter, luminescence; higher % means a stronger effect; one-dose inhibition, % at 4 µM; EC50 in µM for titrated hits; 290,000 tested, 0.63% active; further: many of its hits are not listed in these tables
Myeloid diff MLP GFP+ MAC1+ % – recorded beside Myeloid diff MLP, whose call it bears; GFP+ MAC1+ double positive, %; measured here: differentiation confirmed by MAC1 staining
* marks the source's active call; other numbers are inactive results; i = inactive; ? = inconclusive; nt = no result given; + = active, no number; [ ] = remark or other dose. Unless noted, no stated cut-off is given here; in the data, active means inhibition above about 50%; inactive means the rest. This is a subset. The share of hits here may be higher or lower than overall.

SMILES	KOR beta-arrestin-1	KOR beta-arrestin-2	GPR55 LPI antagonism	GPR35 antagonists	GPR55 beta-arrestin	NOD1 NF-kB reporter	Myeloid diff MLP	Myeloid diff MLP GFP+ MAC1+ %	HIV peptide binding	NOD2 inhibition
O=[N+]([O-])c1cccc(S(=O)(=O)NCCCN2CCOCC2)c1	13%	3.3%	14%	7%	1.1%	8%	i	0.2	-0.5%	3%
CCc1ccc(CN(C)Cc2nc(COc3ccccc3)no2)nc1	-18%[20 µM]	-8.3%	5%	4%	0.3%	-36%	i	0.1	-1.3%	-12%
Cc1ccc(C(=O)NCCc2ccccc2)cc1N1CCCC1=O	-17%	1.9%	3%	5%	0.3%	-20%	i	2.0	-1.3%	7%
CC(C)c1ccc(S(=O)(=O)N2CCN(C(=O)c3ccco3)CC2)cc1	-8%	2.1%	2%	16%	-0.3%	-30%	i	0.9	-1.0%	3%
Cc1ccc(C(=O)N/C(=C/c2ccco2)C(=O)NCc2ccco2)cc1	-20%	8.9%	?	0%	-0.2%	6%	i	1.2	24%	-18%
Cc1nnc(Sc2cc(C(=O)NCCCOC(C)C)c3ccccc3n2)s1	1%	6.3%	5%	-4%	-0.3%	-10%	i	0.2	-0.9%	4%
Cc1nnc(SCC2=C(C(=O)O)N3C(=O)C(NC(=O)Cn4cnnn4)C3SC2)s1 (stereo unspecified)	6%[20 µM]	-0.2%	-6%	-1%	0.3%	10%	i	2.3	4.0%	7%
CCOC(=O)C(NC(=O)Nc1ccc(Cl)cn1)(Oc1ccc(F)cc1)C(F)(F)F (stereo unspecified)	2%	-2.2%	-5%	10%	-0.2%	-5%	i	1.2	-0.5%	4%
Cc1[nH]c(=O)[nH]c(=O)c1S(=O)(=O)N1CCC(C(=O)N2CCN(Cc3ccccc3)CC2)CC1	2%	-1.0%	-5%	12%	-0.1%	-17%	i	0.4	0.9%	15%
CC(C)NC(=O)C1COc2ccccc2O1 (stereo unspecified)	27%[20 µM]	-2.7%	-2%	-15%	-0.1%	-18%	i	0.4	-0.3%	0%
Cc1nc(N2CCC(C(N)=O)CC2)c2nnn(Cc3ccccc3)c2n1	11%	-3.8%	8%	-1%	-0.2%	12%	i	0.7	0.3%	2%
CCC(=O)N1CCN(c2ccc(NC(=O)c3c(F)c(F)c(OC)c(F)c3F)cc2)CC1	-64%	1.3%	10%	-1%	-0.1%	-6%	i	8.1	0.9%	22%
CN(C)C(=O)CN1C(=O)NC2(CCc3ccccc32)C1=O (stereo unspecified)	17%	-6.1%	16%	-11%	-0.1%	-32%	i	0.7	0.3%	-4%
COc1ccc2nc(/C(C#N)=C\c3ccc(C(=O)O)cc3)[nH]c2c1	-6%	0.7%	2%	6%	-0.6%	-26%	i	0.2	20%	-6%
O=C(OCC#CCSc1nnc(-c2cccc3ccccc23)o1)c1ccco1	-13%	2.0%	10%	1%	0.0%	-2%	i	1.1	-1.3%	-7%
CCn1cc(C(C)(C)C)c(C#N)c1NC(C)=O	35%	-3.6%	7%	1%	-0.4%	-9%	i	0.7	-2.2%	18%
Cc1c(C(=O)NCc2ccoc2)oc2ccc3c(c12)C(=O)CC(C)(C)O3	2%	-0.3%	-5%	-10%	-0.3%	-87%	i	0.9	1.3%	-78%
Cc1ccccc1Nc1cc(=O)oc2ccccc12	-8%	-0.2%	6%	-2%	-0.2%	-14%	nt	nt	-0.3%	11%
O=[N+]([O-])c1ccccc1/C=C/C=N/n1c(-c2ccc(Cl)cc2)n[nH]c1=S	-6%	-2.5%	20%	-1%	0.3%	9%	i	0.3	2.1%	-3%
COc1cc2[nH]c(=O)n(CCC(=O)NCCCN3CCN(c4ccccc4F)CC3)c(=O)c2cc1OC	2%	-2.0%	4%	24%	0.1%	-24%	i	0.1	-0.5%	21%
Cc1cc(=O)[nH]c2ccc(S(=O)(=O)NCc3ccccc3)cc12	-3%	-0.4%	2%	4%	-0.2%	-23%	i	0.6	0.4%	7%
COc1cccc(CNc2nnnn2C)c1OC	-8%[20 µM]	-3.1%	-44%	-8%	0.6%	9%	i	1.5	0.3%	-3%
COC(=O)c1ccc(NC(=O)CN2CCN(CC#N)CC2)cc1	-10%	-0.3%	9%	-5%	0.4%	-4%	i	0.6	0.4%	20%
O=S(=O)(NC1CCCCC1N1CCC(O)CC1)c1ccc(Cl)cc1 (stereo unspecified)	11%	-0.7%	8%	6%	0.0%	1%	i	1.1	4.4%	4%
O=S1(=O)N=C(N(CCO)/N=C/c2ccc(Cl)cc2)c2ccccc21	21%	-7.5%	5%	-6%	-0.1%	-7%	i	1.5	-1.9%	17%
CN(CC(=O)Nc1ccccc1Cl)C(=O)COC(=O)c1cnccn1	6%	-6.9%	12%	2%	0.0%	-17%	i	1.4	-0.2%	7%
COCc1cc(C)nc(SCC(=O)Nc2ccc(N3CCOCC3)cc2)c1C#N	2%	-3.1%	-1%	-20%	-0.1%	-13%	i	1.2	-1.4%	5%
COc1ccc(S(=O)(=O)NCC(=O)N(CC(=O)NCC2CCCO2)Cc2ccccc2)cc1 (stereo unspecified)	13%	-5.8%	10%	5%	nt	-46%	i	0.4	-0.7%	2%
Cc1ccc(Cn2nnc3c(=O)[nH]c(C(=O)NCc4ccco4)nc32)cc1	0%	-3.0%	-2%	19%	0.3%	-6%	i	5.2	0.1%	-9%
O=C(CNS(=O)(=O)Cc1ccccc1)NCc1ccccc1	-6%	-0.7%	-8%	4%	0.7%	-32%	i	2.7	-0.1%	-10%
COc1ccc(C(C(=O)Nc2ccc(C(C)C)cc2)N(C)C(=O)CNC(C)=O)cc1 (stereo unspecified)	-26%	-1.7%	25%	-13%	0.3%	2%	i	0.3	0.5%	23%
COc1cccc(/C=N/n2c(-c3cccs3)n[nH]c2=S)c1	-16%	-0.4%	6%	-4%	-0.1%	14%	i	0.2	1.3%	16%
COc1ccccc1NC(=O)c1ccc(NC(=O)c2cc3c(s2)CCC3)cc1	11%	-1.7%	6%	4%	-0.1%	28%	i	0.6	0.9%	29%
O=C(Nc1cc(S(=O)(=O)Nc2ccccc2Cl)ccc1O)c1sc2cc(Cl)ccc2c1Cl	-22%[20 µM]	-6.3%	-4%	-7%	-0.1%	43%	+	1.9*	-1.4%	12%
CCCCc1ccc(NC(=O)N[C@@H](C)C(=O)O)cc1	-17%	8.4%	-6%	2%	0.5%	-13%	i	2.2	1.5%	9%
COc1cccc(N2CCc3c(C)nc4ccc(Cl)cc4c32)c1	-40%	-2.3%	-6%	-5%	-0.3%	-7%	?	nt	-2.6%	9%
CC(C(=O)Nc1ccccn1)c1ccccc1 (stereo unspecified)	-24%	2.7%	6%	12%	0.3%	8%	i	0.6	2.6%	-1%
Cc1ncc(CC(=O)n2cc(C(=O)c3cc(F)ccc3O)cn2)s1	-21%	3.5%	-11%	-10%	0.1%	20%	i	2.6	-1.3%	-11%
O=C(CCc1nnc2ccc(NCc3ccc(Cl)cc3)nn12)NC1CCCCC1	7%	-0.7%	10%	2%	-0.2%	-9%	i	0.9	-0.4%	6%
Cc1ccc2c(c1)N(CC(=O)NCCCN1CCCCC1C)C(=O)c1cccnc1O2 (stereo unspecified)	-20%	1.9%	-6%	-7%	-0.1%	3%	i	2.3	-0.6%	12%
c1ccc(Oc2nc(-c3cccnc3)nc3ccccc23)cc1	24%	3.3%	-10%	-6%	-0.1%	-9%	i	0.2	0.1%	9%
CC1Cc2ccccc2N1CC(=O)Nc1ccc(S(=O)(=O)N(C)C)cc1 (stereo unspecified)	-17%	-1.2%	4%	19%	-0.1%	-8%	i	0.6	-0.5%	-13%
C=CCNC(=O)CN(c1cc(Cl)ccc1OC)S(=O)(=O)c1ccc(C)c([N+](=O)[O-])c1	-11%	5.7%	19%	15%	-0.1%	-39%	i	0.7	0.3%	-2%
COC(=O)CNC(=O)C1CCCN1C(=O)CNC(=O)OC(C)(C)C (stereo unspecified)	26%	-6.5%	-1%	1%	-0.4%	1%	i	0.5	-1.9%	-2%

Filtered by structure, those above with a Cl atom
SMILES	KOR beta-arrestin-1	KOR beta-arrestin-2	GPR55 LPI antagonism	GPR35 antagonists	GPR55 beta-arrestin	NOD1 NF-kB reporter	Myeloid diff MLP	Myeloid diff MLP GFP+ MAC1+ %	HIV peptide binding	NOD2 inhibition
CCOC(=O)C(NC(=O)Nc1ccc(Cl)cn1)(Oc1ccc(F)cc1)C(F)(F)F (stereo unspecified)	2%	-2.2%	-5%	10%	-0.2%	-5%	i	1.2	-0.5%	4%
O=[N+]([O-])c1ccccc1/C=C/C=N/n1c(-c2ccc(Cl)cc2)n[nH]c1=S	-6%	-2.5%	20%	-1%	0.3%	9%	i	0.3	2.1%	-3%
O=S(=O)(NC1CCCCC1N1CCC(O)CC1)c1ccc(Cl)cc1 (stereo unspecified)	11%	-0.7%	8%	6%	0.0%	1%	i	1.1	4.4%	4%
O=S1(=O)N=C(N(CCO)/N=C/c2ccc(Cl)cc2)c2ccccc21	21%	-7.5%	5%	-6%	-0.1%	-7%	i	1.5	-1.9%	17%
CN(CC(=O)Nc1ccccc1Cl)C(=O)COC(=O)c1cnccn1	6%	-6.9%	12%	2%	0.0%	-17%	i	1.4	-0.2%	7%
O=C(Nc1cc(S(=O)(=O)Nc2ccccc2Cl)ccc1O)c1sc2cc(Cl)ccc2c1Cl	-22%[20 µM]	-6.3%	-4%	-7%	-0.1%	43%	+	1.9*	-1.4%	12%
COc1cccc(N2CCc3c(C)nc4ccc(Cl)cc4c32)c1	-40%	-2.3%	-6%	-5%	-0.3%	-7%	?	nt	-2.6%	9%
O=C(CCc1nnc2ccc(NCc3ccc(Cl)cc3)nn12)NC1CCCCC1	7%	-0.7%	10%	2%	-0.2%	-9%	i	0.9	-0.4%	6%
C=CCNC(=O)CN(c1cc(Cl)ccc1OC)S(=O)(=O)c1ccc(C)c([N+](=O)[O-])c1	-11%	5.7%	19%	15%	-0.1%	-39%	i	0.7	0.3%	-2%
